# Yfh1-depleted yeast – enhancers of respiration in Yfh1-depleted yeast, dose response, Friedreich's ataxia, plus single-dose screen (AID 1465); S. cerevisiae Yfh1-off respiration, WST-1 reduction, 72 h; higher fold induction means a stronger effect; 220,000 compounds, 0.074% hits; fold induction at 50 µM, or EC50 in µM where a hit was titrated;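 active means fold induction of absorbance versus untreated yeast above a set limit, then at least 30% activation at any dose in follow-up; inconclusive means repeats straddling the limit, or above it without dose testing; inactive means fold induction below the set limit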;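 further: activators that raise dye reduction in frataxin-depleted yeast; strong numbers were not always called active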
# Ins promoter up – MIN6 insulin promoter up-regulation; MIN6 insulin promoter-GFP reporter, high-content imaging; hits give high values; z-score at 5 µM; 190,000 compounds, 0.3% hits; AID 1625;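 active means z-score above 3 at 5 µM with at least 500 cells counted in the well; inconclusive means wells under 500 cells, flagged as cytotoxic or low count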
# MT stabilize HCS – microtubule stabilizers in HeLa cells. HeLa tubulin immunostaining HCS, 24 h; share of cells brighter than vehicle mean+2SD. % tubulin-high responders, % at 10 µM. 200,000 compounds, 0.83% hits;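 active means plate Z-score above 3 for both tubulin-high and condensed-nucleus cell shares, with cell loss under 80%, at 10 µM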;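 further: anti alpha tubulin signal scored within the nucleus-defined area of each cell; some results filed as inactive read as strong as hits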
# human PMI inhibition – inhibitors of human PMI, primary screen, biochemical, fluorescence intensity, coupled assay (AID 1209) | 190,000 compounds, 0.42% hits | purified PMI enzyme, coupled fluorescence intensity; higher % means a stronger effect | inhibition, % at 20 µM; hits with a dose series show IC50 in µM;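 further: plate controls were DMSO vehicle for no effect and wells lacking substrate for full effect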
# Dynein transport – dynein cargo transport inhibition; 3617.4 mouse cells, GR-EGFP nuclear translocation imaging; test concentration mostly 20 µM; stimulated with dexamethasone, 1 µM; hits give low values; z-score, hits read low; 220,000 compounds, 0.47% hits; AID 1381;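 active means plate z-score of nuclear minus cytoplasmic receptor signal below a set negative limit, without overly bright fluorescence or cell loss, cut at about -3.5 in these data, passing the limit was not always enough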;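 further: z-score of nuclear minus cytoplasmic ring GR-EGFP intensity difference per well; some compounds called inactive have numbers as strong as hits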
#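 medium = tetracycline-free induction medium containing charcoal-stripped FBS | probe or stimulus = dexamethasone, 1.0 µM final | timing = 48 h induction, then 1 h compound, then 30 min agonist, 37 °C | detection = automated 10x imaging of fixed Hoechst-stained cells | read-out basis = nuclear versus cytoplasmic GR-EGFP signal, averaged per well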
# Autophagy HCS – alters autophagy in cells; MEF GFP-LC3 puncta imaging; test concentration mostly 10 µM; calls only at 10 µM (by protocol); 190,000 compounds, 0.98% hits;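 active means percentage of spot-positive cells more than 3 SD above its plate mean, without a fluorescence outlier flag or 80% toxicity; inconclusive means no clear call, values can overlap the other calls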;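 further: spot-positive cell cutoff set from DMSO-treated cells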
# human PMI inhibitors – human PMI inhibitors, high substrate, primary screen, biochemical, fluorescence intensity, high mannose 6-phosphate (AID 1220); recombinant PMI enzyme, coupled fluorescence intensity; higher % means a stronger effect; one-dose inhibition, % at 20 µM; IC50 in µM for titrated hits; 190,000 compounds, 0.66% hits
# b-catenin transl – beta-catenin nuclear translocation modulation; nuclear translocation activity, % at 5 µM; HeLa beta-catenin nuclear translocation, immunofluorescence imaging; 190,000 compounds, 0.3% hits;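 active means nuclear translocation activity above 50% at 5 µM, with a well cell count of 50 or more; inconclusive means wells under 50 cells across six images, flagged as toxic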;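 further: per-cell ratio of nuclear to cytoplasmic median beta-catenin stain intensity; plate controls were DMSO negative control for no effect and GSK-3 inhibitor IX positive control for full effect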
#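 Test system: human HeLa cells, endogenous beta-catenin. Times: 24 h compound exposure, 37°C. Measured by: beta-catenin immunofluorescence imaging with DAPI.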
# WT yeast gro inh – growth inhibition of WT yeast, mitochondrial fusion screen; mitochondrial fusion phenotypic screen, WT strain; inhibition, % at 10 µM; 190,000 compounds, 2.1% hits; in the data active means inhibition above about 58%; tested in S. cerevisiae
# WT yeast gro inh mutant strain – second read-out of WT yeast gro inh, no call of its own (marks repeat the call); inhibition, %; mitochondrial fusion phenotypic screen, mutant strain inhibition
# Dynein transport cytoplasmic EGFP – also measured in Dynein transport; calls as there; z-score; measured here: cytoplasmic GR-EGFP intensity; hits give high values
# Dynein transport nuclear GR-EGFP – further read-out of Dynein transport, marked with its call; z-score; measured here: nuclear GR-EGFP intensity;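 lower value marks the stronger effect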
# Dynein transport cell count – second read-out of Dynein transport, no call of its own (marks repeat the call); z-score; measured here: cell count per field
# Ins promoter up cell count – second read-out of Ins promoter up, no call of its own (marks repeat the call); cell count; measured here: cytotoxicity, nuclei count;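 total cells summed across four imaged fields per well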
# b-catenin transl cell count 5 µM – second read-out of b-catenin transl, no call of its own (marks repeat the call); cell count; measured here: cell count, cytotoxicity flag
# MT stabilize HCS Hoechst-high % – recorded beside MT stabilize HCS, whose call it bears; % Hoechst-high responders; measured here: nuclear condensation Hoechst responders;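 share of cells brighter than vehicle mean plus two SD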
# MT stabilize HCS cytotoxicity % – further read-out of MT stabilize HCS, marked with its call; toxicity, %; measured here: cytotoxicity by cell density;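 0% = mean cell density of plate MIN control wells and 100% = no cells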
# Autophagy HCS cell loss 18 h – recorded beside Autophagy HCS, whose call it bears; toxicity, %; measured here: cell loss, nuclei count;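 cell loss after 18 h compound exposure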
# * hit, by the source's call; i = inactive; ? = inconclusive; · = not tested or not shown; + = active, no number. Unless noted, no stated cut-off is given here; in the data, active means inhibition above about 50%; inactive means the rest. Rows were taken by chance; 5% or so of the library scored in one or more.
# Values run as follows: Yfh1-depleted yeast	Ins promoter up	Ins promoter up cell count	MT stabilize HCS	MT stabilize HCS Hoechst-high %	MT stabilize HCS cytotoxicity %	human PMI inhibition	Dynein transport	Dynein transport cytoplasmic EGFP	Dynein transport nuclear GR-EGFP	Dynein transport cell count	Autophagy HCS	Autophagy HCS cell loss 18 h	human PMI inhibitors	b-catenin transl	b-catenin transl cell count 5 µM	WT yeast gro inh	WT yeast gro inh mutant strain
COc1ccc(C2C(C(=O)NCCN3CCOCC3)c3ccccc3C(=O)N2C2CCCCC2)cc1 (stereo unspecified)
→ i	·	·	2.3	2.1	0.3	2%	-0.31	-0.21	-0.34	0.76	i	-6	-1%	0.8	1168	17	11
O=C(O)c1ccc(Nc2ncnc3c2cnn3Cc2ccccc2)cc1
→ i	2.4	1264	4.5	0.9	0.9	7%	-0.21	-0.28	-0.41	1.2	i	-9	7%	-0.3	1077	5	-8
Cc1ccc(NC(=O)c2nc[nH]c2C(=O)N[C@@H](C)C(=O)OC(C)(C)C)cc1
→ i	0.28	919	·	·	·	·	-0.41	-0.78	-0.3	0.48	·	·	·	-0.2	1202	·	·
CCCN1C2=NS(=O)(=O)CCN2c2ccccc21
→ i	·	·	1.3	2.1	9.3	6%	-0.81	1.8	0.015	0.6	i	-4	-1%	-5.8	1065	-42	-8
Cc1c(C(=O)N/N=C/c2ccccc2)[nH]c2c([N+](=O)[O-])cccc12
→ i	-0.19	1093	·	·	·	·	0.39	-0.24	0.17	0.084	·	·	·	70*	474*	·	·
O=C(c1cc(-c2ccccn2)nc2ccc(Br)cc12)N1CCc2ccccc2C1
→ ·	0.54	1910	3.0	0.9	7.4	14%	-0.12	1.2	0.029	-0.081	i	8	17%	-0.2	1052	43	30
COc1cc2c(cc1OC)CN(C(=O)c1cc(=O)c3ccccc3o1)CC2
→ i	-0.23	819	43*	51*	32*	-2%	0.56	-0.041	0.72	0.4	i	12	-10%	·	·	-9	6
COc1ccc2[nH]c3c(c2c1)CCNC3C1CC=C(C)CC1 (stereo unspecified)
→ i	0.05	1132	9.3*	14*	65*	-4%	-0.089	-0.19	0.2	0.68	+	26*	-5%	51*	273*	-12	-11
Cc1ccc(C2CC(c3ccco3)n3ncnc3N2)cc1 (stereo unspecified)
→ i	0.86	1040	2.1	3.5	5.8	-4%	-0.019	-0.15	0.075	0.21	i	-7	-2%	·	·	5	12
O=C(CCc1nnc(-c2ccc(-c3ccccc3)cc2)o1)N1CCCCC1
→ i	0.69	1382	2.7	2.3	3.4	16%	-0.0092	-0.23	-0.048	0.077	i	20	13%	0.4	974	22	11
Cc1ccc(C(=O)NC(=S)Nc2cccc3c(C)cc(C)nc23)cc1
→ i	-0.32	1551	1.5	1.2	6.6	-9%	-0.47	-0.15	-0.32	0.49	i	0	-7%	-0.1	1419	2	13
c1ccc2c(c1)C(=NC1CCCCC1)NC2=NC1CCCCC1
→ i	-2.2	878	3.0	1.5	1.3	-7%	1.4	-0.21	0.75	-0.69	i	-6	1%	-2.2	1403	-7	45
Cc1ccccc1/C=C1\CCCc2ccccc2C1=O
→ i	0.31	1009	2.8	0.6	28	-6%	-0.0025	-0.21	0.087	0.023	i	5	-2%	-0.7	1190	30	-20
O=C(O)c1cccc(-n2cccc2/C=C\[N+](=O)[O-])c1
→ i	0.98	1385	1.7	1.8	1.1	-11%	-0.6	-0.28	-0.33	0.83	i	-21	-1%	0.4	1134	5	10
Cc1ccc(N2C(=O)c3cccc4c(N)ccc(c34)C2=O)c2cccnc12
→ i	?	·	·	·	·	·	-5.4*	3*	-1.9*	-0.033*	·	·	·	67*	439*	·	·
O=C(O)CS/C(=C\c1ccc(F)cc1)c1nc2ccccc2s1
→ i	0.68	1640	3.9	2.9	6.9	-7%	0.36	-0.38	-0.17	0.1	i	-6	-5%	-1.7	1013	-7	1
COC(=O)c1ccc(CSc2nc3ccccc3c(=O)n2Cc2ccco2)o1
→ i	-0.75	1921	1.9	1.8	7.3	10%	-1.1	-0.23	-0.35	0.71	i	1	12%	-1.8	1050	2	4
CCOC(=O)c1oc2ccccc2c1CN1CCCCC1
→ i	0.59	1084	2.2	1.5	3.8	-8%	-0.46	-0.13	-0.19	-1	i	-2	4%	1.4	924	-3	-26
COc1ccc(C(=O)Nn2c(SCC(=O)N3CCC(C)CC3)nc3ccccc3c2=O)cc1
→ i	·	·	3.2	1.9	4.0	9%	1.5	-0.2	-0.47	-0.42	i	3	-2%	·	·	14	-1
CC(C)Sc1nc2ccc(Br)cc2[nH]1
→ i	0.06	1551	2.0	0.7	6.4	1%	-1.2	-0.33	-0.57	1.7	i	12	-3%	-1.1	894	-13	-5
COCCCNc1nc(SCc2ccccc2)nc2sc3c(c12)CCC3
→ i	1.2	1590	1.8	1.8	13	10%	-0.34	-0.11	-0.78	0.39	i	-2	6%	-1.2	1375	42	5
O=S(=O)(c1ccccc1)n1ccc2ccccc21
→ i	·	·	6.1	2.8	9.9	9%	0.56	-0.18	0.47	-0.94	i	26	14%	-1.3	1093	29	7
CCOc1ccc(N/C=C/C(=O)c2ccccc2)c([N+](=O)[O-])c1
→ ·	-0.6	1498	4.9	1.6	2.1	1%	0.75	-0.1	0.19	-0.6	i	12	-4%	-1.0	1165	9	10
CCCOC(=O)c1ccc(Oc2cn[nH]c2-c2ccc(OC)cc2O)cc1
→ ·	-0.05	908	3.9	2.2	7.2	3%	-0.3	-0.36	0.15	0.49	i	-9	4%	-5.5	957	78*	-18*
Cc1nn(Cc2ccc(Cl)cc2)c(C)c1NC(=O)c1noc2c1CCCCC2
→ i	-0.13	1194	3.0	3.9	7.6	16%	0.23	-0.17	0.4	0.73	i	-1	15%	·	·	5	3
O=C(NCc1ccco1)c1ccccc1-c1ccccc1
→ i	0.45	919	1.6	1.2	8.2	-11%	-0.91	-0.36	-0.43	0.81	i	-7	-8%	·	·	-6	3
CC(=O)Nc1ccc2c(COC(=O)CC3Sc4ccccc4NC3=O)cc(=O)oc2c1 (stereo unspecified)
→ i	0.36	1484	2.3	2.1	0.4	3%	-0.094	-0.23	0.19	-0.23	i	13	0%	1.0	1442	1	7
O=C(COC(=O)[C@H](Cc1ccccc1)NC(=O)c1cccs1)Nc1cc(F)ccc1F
→ i	0.6	1283	3.8	2.6	15	6%	0.85	-0.29	0.37	-0.87	i	-4	15%	-4.6	542	-19	-9
CC(C(=O)O)c1ccc(N2Cc3ccccc3C2=O)cc1 (stereo unspecified)
→ i	·	·	3.0	3.4	5.5	-10%	-0.69	-0.25	-0.17	0.9	i	5	-13%	-3.3	621	16	25
CN(C)c1ncnc2c1NC1=C(S2)C(=NCCCC(=O)O)CC(C)(C)C1
→ i	?	·	2.0	1.6	7.0	4%	1.1	-0.35	0.62	-0.31	i	-32	-40%	4.1	1431	-5	0
COc1ccc(C(O)P(=O)(O)CCc2ccccc2)cc1 (stereo unspecified)
→ i	·	·	1.8	2.1	8.1	8%	-0.95	0.48	-0.39	0.69	i	0	1%	·	·	4	4
Nc1ccccc1SCc1ccccc1Cl
→ i	-0.06	1574	·	·	·	·	0.28	-0.27	0.12	0.084	·	·	·	0.2	1148	·	·
CCS(=O)(=O)c1ccc2oc(Nc3ccc(C(C)(C)C)cc3)nc2c1
→ i	-0.86	1279	2.2	2.6	6.5	16%	-0.17	-0.29	0.18	-0.47	i	-9	12%	-0.1	1090	9	22
COc1ccc(C)cc1NC(=O)C(OC(=O)C1CC1)c1ccccc1 (stereo unspecified)
→ i	0.39	1308	3.2	2.0	7.5	3%	-0.78	0.57	0.023	0.37	i	7	0%	-1.3	1067	4	4
Cc1cc(C)n2cc(CSc3nnnn3-c3ccccc3)nc2n1
→ i	0.67	1054	4.6	2.9	5.4	-1%	-0.37	-0.31	-0.1	0.0026	i	3	-5%	-0.8	1116	-2	2
CCOc1ccc(-c2nc(C)sc2CC(=O)O)cc1
→ i	-0.98	918	1.4	1.6	9.9	-9%	-0.23	-0.036	0.21	0.19	i	-2	-7%	·	·	15	7
CC(=O)c1cc2c(cc1NC(=O)c1cc(C)nn1-c1ccccc1)OCO2
→ ·	-0.31	1290	8.9	8.6	12	1%	-0.26	-0.26	0.72	0.19	i	41	-1%	20	338	15	-4
CCC(C)N(C(=O)COC(=O)c1[nH]c(C)c(C(C)=O)c1C)C1CCS(=O)(=O)C1 (stereo unspecified)
→ i	0.67	1092	5.1	3.2	13	-2%	-0.39	0.092	-0.28	1.3	i	8	2%	0.4	1184	·	·
O=C(NCCCN1CCN(c2cccc(Cl)c2)CC1)c1ccc(N2CCCC2=O)cc1
→ i	0.09	1020	2.0	2.9	3.3	9%	-0.88	-0.22	-0.53	1.2	i	52	3%	-4.1	1010	7	4
c1ccc2cc(OCc3nc4ccccc4[nH]3)ccc2c1
→ i	·	·	2.3	2.1	2.6	0%	-0.46	-0.11	0.15	-0.76	i	-1	5%	-2.0	577	-5	-3
COC(=O)c1c(NC(=O)c2nc3ncccn3n2)sc(C(=O)N(C)C)c1C
→ ·	-0.11	1276	·	·	·	13%	·	·	·	·	·	·	-7%	-6.3	1204	·	·
C=CCOc1ccc(/C=C/C(=O)Nc2ccc(C(=O)NC)cc2)cc1
→ i	1.5	1332	4.3	1.0	8.1	-14%	0.27	-0.28	0.66	0.21	i	21	-22%	-3.2	583	-9	-22
